NCOA2 inhibitor: inhibition of GAL4-SRC2 driven luciferase reporter, primary screen, SRC2 inhibitor project, cell-based, luminescence | Nuclear receptor coactivator 2 (Homo sapiens), Q15596 | 0.17% of 370,000 active | HEK293 GAL4-SRC2 luciferase reporter | inhibition, % at 9 µM | AID 651957, 2012;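 active means inhibition above the mean inhibition of all tested compounds plus 3 SD, set per campaign, cut at about 52% in these data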;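 further: 0% = DMSO treated cells and 100% = cells given Gossypol at 36 µM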
N-glyco inh: increase of ERlucT glycosylation luciferase signal, primary screen, N-linked glycosylation inhibitor project, D54 ERlucT cells, luminescence, set 2; 0.23% of 360,000 active; AID 588692, 2011; reporter increase, % at 12.5 µM; D54 ERlucT glycosylation luciferase reporter, 24 h; percent of 100 nM tunicamycin response;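 active means mean luciferase reporter signal, scaled so untreated is 0 and the glycosylation-blocking control 100, at or above a set limit in every replicate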;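 further: luciferase carries N-glycosylation sites so blocking glycosylation raises the light; 0% = median of neutral control wells and 100% = median of 100 nM tunicamycin wells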
MC4R antagonist: MC4R antagonists of cAMP signaling, primary screen, cell-based, TR-FRET, antagonist arm of biased-ligand search | MC4R-expressing cells, MTII-stimulated cAMP, LANCE TR-FRET | inhibition, % at 6.5 µM | 0.48% of 360,000 active | AID 540295, 2011;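 active means inhibition above its plate's cutoff, the mean of tested wells on that plate plus 3 SD, cut at about 29% in these data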;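 further: 0% = Melanotan II alone and 100% = Melanotan II plus saturating MCL0020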
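System: U2OS cells stably expressing human melanocortin 4 receptor (MC4R). Reagent: Melanotan II challenge after compound preincubation. Doses: 6.5 µM. Times: 30-min compound, 1-h challenge, 1-h detection, room temperature. Measured by: TR-FRET with Eu-cAMP and labeled anti-cAMP, 671 nm. Replicates: singlicate.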
NOD2 RIPK2 PPI: NOD2-RIPK2 binding disruptors in cells, primary screen, fluorescence, CHO cells, BLA complementation; inhibition, % at 4.98 µM; CCF4 ratio; 0.38% of 360,000 active; Receptor-interacting serine/threonine-protein kinase 2 (Homo sapiens), O43353; AID 624267, 2012; in the data active means inhibition above about 21%;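 further: 0% = vehicle only and 100% = reference blocker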
TLR9-MyD88 block: inhibitors of TLR9-MyD88 association in cells, primary screen, cell-based, CHO, BLA complementation, fluorescence; Toll-like receptor 9 (Homo sapiens) + Myeloid differentiation primary response protein …; CCF4 FRET ratio; inhibition, % at 4.98 µM; 0.21% of 340,000 active; AID 504734, 2011;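 active means inhibition above the mean over all tested compounds plus 3 SD, cut at about 21% in these data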;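 further: 0% = DMSO only wells and 100% = clavulanate BLA inhibitor control wells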
Target sequence (Q99836 whole entry, looked up): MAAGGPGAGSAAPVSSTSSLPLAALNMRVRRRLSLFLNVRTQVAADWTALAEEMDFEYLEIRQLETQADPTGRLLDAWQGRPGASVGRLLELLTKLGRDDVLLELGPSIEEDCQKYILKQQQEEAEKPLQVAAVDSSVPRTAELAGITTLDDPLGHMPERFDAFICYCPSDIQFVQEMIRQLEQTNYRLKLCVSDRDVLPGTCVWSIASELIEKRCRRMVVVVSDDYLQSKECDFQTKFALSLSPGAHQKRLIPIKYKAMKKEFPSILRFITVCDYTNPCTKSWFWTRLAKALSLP
Target sequence (Q9NR96 whole entry, looked up): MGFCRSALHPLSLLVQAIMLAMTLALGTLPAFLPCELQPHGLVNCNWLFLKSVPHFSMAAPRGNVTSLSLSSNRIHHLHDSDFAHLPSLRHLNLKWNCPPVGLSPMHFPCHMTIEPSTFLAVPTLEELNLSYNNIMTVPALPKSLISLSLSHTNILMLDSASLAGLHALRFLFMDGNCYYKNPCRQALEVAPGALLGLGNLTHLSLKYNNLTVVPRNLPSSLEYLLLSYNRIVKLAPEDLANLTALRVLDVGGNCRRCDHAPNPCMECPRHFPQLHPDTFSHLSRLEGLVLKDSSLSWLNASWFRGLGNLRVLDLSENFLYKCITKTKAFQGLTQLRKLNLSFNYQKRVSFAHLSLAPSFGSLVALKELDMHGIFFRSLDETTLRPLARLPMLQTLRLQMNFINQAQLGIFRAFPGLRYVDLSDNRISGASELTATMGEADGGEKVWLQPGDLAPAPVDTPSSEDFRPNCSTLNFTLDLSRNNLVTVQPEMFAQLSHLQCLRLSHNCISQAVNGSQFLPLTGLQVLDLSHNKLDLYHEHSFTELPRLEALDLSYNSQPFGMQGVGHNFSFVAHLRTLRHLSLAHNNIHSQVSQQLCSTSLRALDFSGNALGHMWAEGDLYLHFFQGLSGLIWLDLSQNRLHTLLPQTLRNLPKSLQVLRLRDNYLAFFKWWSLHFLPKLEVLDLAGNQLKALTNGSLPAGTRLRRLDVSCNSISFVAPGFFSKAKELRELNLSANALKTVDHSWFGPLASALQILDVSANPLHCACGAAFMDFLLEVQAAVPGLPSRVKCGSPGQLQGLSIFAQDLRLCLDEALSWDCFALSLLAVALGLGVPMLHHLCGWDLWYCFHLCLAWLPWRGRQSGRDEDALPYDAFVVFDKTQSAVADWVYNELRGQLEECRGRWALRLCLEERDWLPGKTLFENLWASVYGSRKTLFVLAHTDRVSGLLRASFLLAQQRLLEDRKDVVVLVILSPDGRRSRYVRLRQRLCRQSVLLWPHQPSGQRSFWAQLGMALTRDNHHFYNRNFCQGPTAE
ABCB6 inh MLPCN: ABCB6 transporter inhibitors, primary screen, K562-ABCB6 cells, flow cytometry, MLPCN library | ATP-binding cassette sub-family B member 6 (Homo sapiens), Q9NP58 | K562-ABCB6 porphyrin accumulation, 1 h; active compounds read low | fluorescence ratio to DMSO, % at 10 µM | 0.19% of 360,000 active | AID 602162, 2011;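 active means fluorescence ratio to DMSO below 75%, the collection mean minus 3 SD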;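 further: signal is porphyrin accumulated inside mitochondria; 100% equals median channel fluorescence of DMSO control wells; lower ratio means ABCB6 inhibition with less porphyrin fluorescence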
H9c2 protect: cardioprotection against H2O2-induced cell death, primary screen, uHTS, H9c2 cells, ATPLite luminescence | protection from H2O2 cell death, % at 20 µM | H9c2 cardiomyocytes, H2O2 injury protection, 2 h | AID 588492, 2011 | 0.63% of 360,000 active;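 active means compounds giving at least 50% protection of heart cells from peroxide-induced death in the single-dose screen, raw or plate-pattern-corrected value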;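 further: 0% = DMSO wells with peroxide and 100% = DMSO wells without peroxide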
MC4R ag barr: MC4R agonists recruiting beta-arrestin, primary screen, cell-based, luminescence, agonist arm of biased-ligand search. activation, % at 8.9 µM. U2OS MC4R beta-arrestin complementation; percent of melanotan II response, DMSO zero. AID 540308, 2011. 0.98% of 360,000 active. Melanocortin receptor 4 (Homo sapiens), P32245;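 active means activation above a per-plate cutoff, the mean activation of sample wells on that plate plus 3 SD, cut at about 8% in these data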
m5-HT2A agonist: mouse Htr2a agonists via beta-arrestin recruitment, primary screen, cell-based, luminescence; 5-hydroxytryptamine receptor 2A (Mus musculus), P35363; CHO-K1 mHTR2A beta-arrestin complementation; percent of 30 µM serotonin response; activation, % at 7.6 µM; 0.66% of 360,000 active; AID 624169, 2012;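 active means activation above a run cutoff, the mean activation of all tested compounds plus 3 SD, cut at about 14% in these data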;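 further: 0% = plate median of compound wells and 100% = 30 µM serotonin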
ABHD5 PLIN5 PPI: ABHD5-PLIN5 interaction inhibitors, primary screen, cell lysate, split luciferase complementation, luminescence; inhibition, % at 4 µM; AID 602281, 2012; 0.78% of 360,000 active; Split G. princeps luciferase complementation, 4 h;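 active means inhibition above the mean inhibition across every tested compound plus 3 SD, cut at about 22% in these data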;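 further: 0% = DMSO only wells and the 100% control is not disclosed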
Starred values were filed as active, the others as inactive. The list is partial (hit frequency here may not be typical).

Screening COc1ccccc1NC(=O)N1CCN(C(=O)Nc2ccccc2OC)CC1 returned NCOA2 inhibitor -3, N-glyco inh 1, MC4R antagonist 8, NOD2 RIPK2 PPI 2, TLR9-MyD88 block -3, ABCB6 inh MLPCN 95, H9c2 protect -3, MC4R ag barr -1.1, m5-HT2A agonist 10 and ABHD5 PLIN5 PPI 0.
O=C(CN1CCN(c2ccc(O)cc2)CC1)Nc1ccc(S(=O)(=O)N2CCCC2)cc1 was read as NCOA2 inhibitor -11, N-glyco inh -12, MC4R antagonist 7, NOD2 RIPK2 PPI 1, TLR9-MyD88 block -4, ABCB6 inh MLPCN 101, H9c2 protect 7, MC4R ag barr -0.5, m5-HT2A agonist 7 and ABHD5 PLIN5 PPI 11.
Screening O=C(COc1ccccc1F)Nc1ccc(N2CCOCC2)cc1N1CCOCC1 returned NCOA2 inhibitor -8, N-glyco inh -2, MC4R antagonist 8, NOD2 RIPK2 PPI 3, TLR9-MyD88 block 0, ABCB6 inh MLPCN 91, H9c2 protect 0, MC4R ag barr -2.0, m5-HT2A agonist 4 and ABHD5 PLIN5 PPI -13.
O=C(CN1C(=O)c2ccccc2C1=O)Nc1ccccc1N1CCOCC1 was read as NCOA2 inhibitor -1, N-glyco inh 0, MC4R antagonist 1, NOD2 RIPK2 PPI 1, TLR9-MyD88 block -1, ABCB6 inh MLPCN 96, H9c2 protect -1, MC4R ag barr -1.1, m5-HT2A agonist -3 and ABHD5 PLIN5 PPI -7.
For Cc1ccc(Cn2ccc(NC(=O)c3cc(C(C)C)on3)n2)cc1 the results were NCOA2 inhibitor -37, N-glyco inh -1, MC4R antagonist -2, NOD2 RIPK2 PPI 1, TLR9-MyD88 block 9, ABCB6 inh MLPCN 97, H9c2 protect -8, MC4R ag barr -0.6, m5-HT2A agonist -2 and ABHD5 PLIN5 PPI 6.
Screening CC(/C=C/c1ccco1)=N/NC(=O)c1ccccc1Cl returned NCOA2 inhibitor -13, N-glyco inh 4, MC4R antagonist 7, NOD2 RIPK2 PPI 4, TLR9-MyD88 block 3, ABCB6 inh MLPCN 105, H9c2 protect -2, MC4R ag barr 0.3, m5-HT2A agonist -2 and ABHD5 PLIN5 PPI 22*.
Cc1ccc(OS(=O)Nc2cccc3nccnc23)cc1 (stereo not given) was read as NCOA2 inhibitor -28, N-glyco inh -3, MC4R antagonist -7, NOD2 RIPK2 PPI -10, TLR9-MyD88 block -4, ABCB6 inh MLPCN 103, H9c2 protect 14, MC4R ag barr -2.1, m5-HT2A agonist -4 and ABHD5 PLIN5 PPI -10.
CC(C)n1c(C(F)(F)F)nc2cc(C(=O)N3CCOCC3)ccc21 was read as NCOA2 inhibitor 3, N-glyco inh 1, MC4R antagonist 6, NOD2 RIPK2 PPI -4, TLR9-MyD88 block 3, ABCB6 inh MLPCN 103, H9c2 protect 1, MC4R ag barr -0.9, m5-HT2A agonist 7 and ABHD5 PLIN5 PPI 11.
Screening COC(CNC(=O)C1CCCN1C(=O)OCc1ccccc1)OC (stereo not given) returned NCOA2 inhibitor -16, N-glyco inh 2, MC4R antagonist -2, NOD2 RIPK2 PPI -1, TLR9-MyD88 block 1, ABCB6 inh MLPCN 99, H9c2 protect 5, MC4R ag barr 0.7, m5-HT2A agonist 8 and ABHD5 PLIN5 PPI -4.
COc1cccc(C(=O)CC(C#N)c2ccc(F)cc2)c1 (stereo not given) was read as N-glyco inh 0, MC4R antagonist -2, NOD2 RIPK2 PPI 8, TLR9-MyD88 block -8, ABCB6 inh MLPCN 99, H9c2 protect -4, MC4R ag barr 0.2, m5-HT2A agonist -4 and ABHD5 PLIN5 PPI 5.
`c1ccc(N2CCN(CC3CCCCC3)CC2)cc1` gave NCOA2 inhibitor -3, N-glyco inh 0, MC4R antagonist 2, NOD2 RIPK2 PPI 5, TLR9-MyD88 block -12, ABCB6 inh MLPCN 104, H9c2 protect 1, MC4R ag barr 0.1, m5-HT2A agonist 11 and ABHD5 PLIN5 PPI -5.
Cc1ccc(S(=O)(=O)NN=Cc2c(O)ccc3ccccc23)cc1 was read as NCOA2 inhibitor -11, N-glyco inh 5, MC4R antagonist -4, NOD2 RIPK2 PPI -2, TLR9-MyD88 block -5, ABCB6 inh MLPCN 93, H9c2 protect 5, MC4R ag barr -0.4, m5-HT2A agonist 2 and ABHD5 PLIN5 PPI -2.
Screening COc1ccc(C2CC(c3ccc(Br)cc3)=NN2C(=O)CN2CCCC2)cc1 (stereo not given) returned NCOA2 inhibitor 2, N-glyco inh -5, MC4R antagonist 3, NOD2 RIPK2 PPI 7, TLR9-MyD88 block 1, ABCB6 inh MLPCN 96, H9c2 protect 1, MC4R ag barr 2.9, m5-HT2A agonist -2 and ABHD5 PLIN5 PPI 6.
Screening CCOC(=O)C1=C(CC)Nc2ccccc2N=C1NC(=O)Nc1ccccc1OC returned NCOA2 inhibitor -1, N-glyco inh 0, MC4R antagonist -7, NOD2 RIPK2 PPI -9, TLR9-MyD88 block 0, ABCB6 inh MLPCN 101, H9c2 protect 18, MC4R ag barr -1.6, m5-HT2A agonist 0 and ABHD5 PLIN5 PPI -6.
`O=C(CS(=O)CC(=O)N(CC(=O)NC1CCCC1)c1ccc2c(c1)OCCO2)Nc1ccc(F)cc1` (stereo not given) gave NCOA2 inhibitor -9, N-glyco inh 3, MC4R antagonist 7, NOD2 RIPK2 PPI 2, TLR9-MyD88 block -1, ABCB6 inh MLPCN 90, H9c2 protect 6, MC4R ag barr -2.3, m5-HT2A agonist -1 and ABHD5 PLIN5 PPI 2.
Screening O=C(/C=C/c1ccccc1)OCC(=O)N1CCN(c2ccccc2)CC1 returned NCOA2 inhibitor 7, N-glyco inh 2, MC4R antagonist -2, NOD2 RIPK2 PPI -1, TLR9-MyD88 block -3, ABCB6 inh MLPCN 94, H9c2 protect -5, MC4R ag barr 1.1, m5-HT2A agonist 5 and ABHD5 PLIN5 PPI -21.
Screening COC(=O)CCCNC(=O)CCc1nnc(-c2ccc(-c3ccccc3)cc2)o1 returned NCOA2 inhibitor 57*, N-glyco inh -3, MC4R antagonist 9, NOD2 RIPK2 PPI -9, TLR9-MyD88 block 9, ABCB6 inh MLPCN 101, H9c2 protect -5, MC4R ag barr -2.3, m5-HT2A agonist -6 and ABHD5 PLIN5 PPI -1.
C=CCSc1nc(-c2ccccc2)c2cc(Cl)ccc2n1 was read as NCOA2 inhibitor -14, N-glyco inh 2, MC4R antagonist 7, NOD2 RIPK2 PPI -8, TLR9-MyD88 block -14, ABCB6 inh MLPCN 105, H9c2 protect -13, MC4R ag barr 3.7, m5-HT2A agonist 2 and ABHD5 PLIN5 PPI -3.
Screening Cc1ccc(C(=O)C[n+]2ccc3ccccc3c2)cc1 returned NCOA2 inhibitor -22, N-glyco inh 4, MC4R antagonist 0, NOD2 RIPK2 PPI -3, TLR9-MyD88 block 2, ABCB6 inh MLPCN 105, H9c2 protect -4, MC4R ag barr 0.5, m5-HT2A agonist 3 and ABHD5 PLIN5 PPI -9.
For N#CC1(NC(=O)CSc2nnc(COc3ccccc3F)n2N)CCCCC1 the results were NCOA2 inhibitor -7, N-glyco inh 2, MC4R antagonist -4, NOD2 RIPK2 PPI 0, TLR9-MyD88 block -5, ABCB6 inh MLPCN 95, H9c2 protect 2, MC4R ag barr 2.1, m5-HT2A agonist 3 and ABHD5 PLIN5 PPI -2.
For NS(=O)(=O)c1cc(C(=O)OCC(=O)Nc2ccccc2[N+](=O)[O-])ccc1Cl the results were NCOA2 inhibitor 8, N-glyco inh 2, MC4R antagonist 3, NOD2 RIPK2 PPI 8, TLR9-MyD88 block 1, ABCB6 inh MLPCN 99, H9c2 protect 13, MC4R ag barr -1.2, m5-HT2A agonist 0 and ABHD5 PLIN5 PPI -4.
Cn1c2c(c(=O)n(C)c1=O)C(C(F)(F)F)(C(F)(F)F)N=C(c1ccc(Cl)cc1)N2 was read as N-glyco inh -10, MC4R antagonist 10, NOD2 RIPK2 PPI 10, TLR9-MyD88 block -2, ABCB6 inh MLPCN 94, H9c2 protect -17, MC4R ag barr 0.1, m5-HT2A agonist 5 and ABHD5 PLIN5 PPI -6.
For Cc1c(-c2nn(C)c(=O)c3ccccc23)oc2ccc(F)cc2c1=O the results were N-glyco inh 2, MC4R antagonist -1, NOD2 RIPK2 PPI -26, TLR9-MyD88 block -4, ABCB6 inh MLPCN 113, H9c2 protect 3, MC4R ag barr 1.7, m5-HT2A agonist 2 and ABHD5 PLIN5 PPI -3.
For O=C(NC1CC1)c1ccc(COc2ccc(F)cc2)o1 the results were NCOA2 inhibitor 0, N-glyco inh -1, MC4R antagonist -1, NOD2 RIPK2 PPI -1, TLR9-MyD88 block 2, ABCB6 inh MLPCN 87, H9c2 protect -1, MC4R ag barr -1.1, m5-HT2A agonist 3 and ABHD5 PLIN5 PPI 1.

3 structures from above, ordered by number of heavy atoms, falling.
Screening CCOC(=O)C1=C(CC)Nc2ccccc2N=C1NC(=O)Nc1ccccc1OC returned NCOA2 inhibitor -1, N-glyco inh 0, MC4R antagonist -7, NOD2 RIPK2 PPI -9, TLR9-MyD88 block 0, ABCB6 inh MLPCN 101, H9c2 protect 18, MC4R ag barr -1.6, m5-HT2A agonist 0 and ABHD5 PLIN5 PPI -6.
Screening O=C(/C=C/c1ccccc1)OCC(=O)N1CCN(c2ccccc2)CC1 returned NCOA2 inhibitor 7, N-glyco inh 2, MC4R antagonist -2, NOD2 RIPK2 PPI -1, TLR9-MyD88 block -3, ABCB6 inh MLPCN 94, H9c2 protect -5, MC4R ag barr 1.1, m5-HT2A agonist 5 and ABHD5 PLIN5 PPI -21.
Cc1ccc(S(=O)(=O)NN=Cc2c(O)ccc3ccccc23)cc1 was read as NCOA2 inhibitor -11, N-glyco inh 5, MC4R antagonist -4, NOD2 RIPK2 PPI -2, TLR9-MyD88 block -5, ABCB6 inh MLPCN 93, H9c2 protect 5, MC4R ag barr -0.4, m5-HT2A agonist 2 and ABHD5 PLIN5 PPI -2.

High-throughput results deposited in PubChem BioAssay by several laboratories.
